Screens as filed in PubChem BioAssay.
CHRM4 antagonist: CHRM4 antagonism in calcium assay; P08173; CHO-hM4 cells, ACh EC80, Fluo-8 calcium fluorescence; inhibition, % at 3 µM; 0.73% of 360,000 active;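 active means inhibition above its plate's cutoff, the mean inhibition of sample wells plus 3 SD, cut at about 27% in these data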;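 further: 0% = acetylcholine EC80 with DMSO and 100% = DMSO without agonist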
M5 antag: antagonists of human muscarinic M5 receptor (CHRM5). AID 624040. CHO-hM5 cells, Fluo-8 calcium fluorescence, ACh EC80. inhibition, % at 3 µM. P08912. 0.59% of 360,000 active;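 active means inhibition above a per-plate cutoff, the mean of that plate's test compounds plus 3 SD, cut at about 27% in these data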;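 further: 0% = acetylcholine EC80 with DMSO and 100% = DMSO without agonist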
Target sequence (P08912 whole entry, looked up): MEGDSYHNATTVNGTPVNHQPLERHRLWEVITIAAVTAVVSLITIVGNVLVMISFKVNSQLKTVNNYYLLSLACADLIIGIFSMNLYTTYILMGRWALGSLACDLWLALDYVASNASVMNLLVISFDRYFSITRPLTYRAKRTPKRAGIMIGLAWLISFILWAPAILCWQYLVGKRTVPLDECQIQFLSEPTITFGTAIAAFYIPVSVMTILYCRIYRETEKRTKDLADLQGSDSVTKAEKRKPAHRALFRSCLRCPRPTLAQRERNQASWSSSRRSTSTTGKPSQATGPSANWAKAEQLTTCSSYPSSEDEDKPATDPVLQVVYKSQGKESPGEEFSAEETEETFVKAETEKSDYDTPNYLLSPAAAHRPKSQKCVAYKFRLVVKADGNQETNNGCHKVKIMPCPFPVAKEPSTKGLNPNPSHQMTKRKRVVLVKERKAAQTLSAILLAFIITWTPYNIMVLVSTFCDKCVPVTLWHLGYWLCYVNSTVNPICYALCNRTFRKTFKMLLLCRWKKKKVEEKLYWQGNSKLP
CRFBP-R2 agonist: agonists of human CRF-binding protein/CRF-R2 receptor complex; HEK293 CRF-R2/CRF-BP, calcium dye fluorescence (FLIPR); percent of saturating CRF peptide response; activation, % at 13.2 µM; 0.46% of 350,000 active; AID 588473;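 active means activation of at least 50%, plus an integration ratio under a set limit after plate pattern correction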;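 further: plate controls were neutral control wells without compound for no effect and CRF at EC100 for full effect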
CRFR2-BP antag: blocks CRF-induced signaling of the CRF-BP/CRF-R2 complex | HEK293 CRF-R2/CRF-BP, CRF-induced calcium fluorescence | inhibition, % at 11.8 µM | 0.59% of 350,000 active;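 active means inhibition of the ligand-induced calcium signal above about 50% at the single tested concentration, limit read from the data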
CHRM1 PAM: human CHRM1 positive allosteric modulation; 0.088% of 360,000 active; activation, % at 3 µM; CHO-K1 hM1, Fluo-8 calcium fluorescence, ACh EC20; 0% = ACh EC20, 100% = maximal ACh; in the data active means activation above about 19%, passing the limit was not always enough
M5 ag: agonists of human muscarinic M5 receptor (CHRM5); activation, % at 3 µM; 0.19% of 360,000 active; P08912; CHO-K1 hM5 cells, Fluo-8 calcium fluorescence; 0% DMSO wells, 100% maximal acetylcholine response;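 active means activation above the run's mean over test compounds plus 3 SD, cut at about 23% in these data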;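 further: signal is peak over basal fluorescence ratio across the kinetic read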
CHRM4 agonist: agonists of human muscarinic M4 receptor (CHRM4) | 0.14% of 360,000 active | CHO-K1 hM4/Gqi5, Fluo-8 calcium fluorescence; vehicle 0%, full acetylcholine response 100% | activation, % at 3 µM | AID 624127 | P08173;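 active means activation above the run mean over all test wells plus 3 SD, cut at about 32% in these data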;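 further: peak over basal fluorescence ratio per well then scaled between controls; 0% = DMSO wells and 100% = acetylcholine at EC100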
M4 PAM: positive allosteric modulators of human muscarinic M4 receptor; P08173; CHO-K1 hM4/Gqi5, Fluo-8 calcium fluorescence, ACh EC20; 0% = ACh EC20, 100% = maximal ACh; activation, % at 3 µM; 0.4% of 360,000 active; AID 624126;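 active means activation above its plate's cutoff, the mean activation of sample wells plus 3 SD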; further: some results filed as inactive read as strong as hits
M5 PAM: potentiates acetylcholine response at human M5 receptor. P08912. CHO-K1 hM5, Fluo-8 calcium, ACh EC20 PAM; 0% = ACh EC20, 100% = ACh EC100. activation, % at 3 µM. 0.3% of 360,000 active;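 active means activation above the run cutoff, the mean activation of all test compounds plus 3 SD, cut at about 18% in these data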
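Assay system – human M5 receptor in CHO-K1 cells · Read-out – % activation, ACh-normalized · Technique – Fluo-8 calcium fluorescence · Dosing – single-point, 3 µM nominal · Incubation – Fluo-8 loading 80 min at 37 °C plus 30 min room temperature · Repeats – singlicate, one well per test compound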
Starred values were filed as active, the others as inactive; x = no result given.

| mol | CHRM4 antagonist | M5 antag | CRFBP-R2 agonist | CRFR2-BP antag | CHRM1 PAM | M5 ag | CHRM4 agonist | M4 PAM | M5 PAM |
| --- | --- | --- | --- | --- | --- | --- | --- | --- | --- |
| COc1ccc(/C=C/C(=O)Oc2cccc(/C=N/NC(=O)COc3c(C)cccc3C)c2)cc1 | 11 | 0 | 6.2 | 3 | 2 | -1 | 1 | -3 | -4 |
| COc1cc(C2Nc3ccccc3C(=O)N2c2ccccc2)c(Br)cc1OCC(=O)O (stereo unspecified) | 1 | -5 | -0.4 | 5 | 6 | -1 | 1 | 5 | 1 |
| COc1cc2c(cc1OC)C(c1ccc([N+](=O)[O-])cc1)NCC2 (stereo unspecified) | 3 | -8 | -1.9 | 8 | 4 | 6 | 1 | -2 | 1 |
| COc1ccc(-c2csc(Nc3ccccn3)n2)cc1 | -10 | -5 | -0.3 | -10 | -2 | 7 | 0 | 7 | 4 |
| Cc1ccc(S(=O)(=O)N[C@@H](Cc2ccccc2)C(=O)CCl)cc1 | 2 | -3 | -0.4 | 13 | -3 | 2 | 4 | -4 | 4 |
| CCC(CC)NC(=O)COC(=O)c1ccc(NS(=O)(=O)c2ccc3c(c2)OCCO3)cc1 | -14 | 1 | 0.7 | 37 | -2 | 2 | 3 | 5 | -2 |
| Cc1nnc(SCc2cc(=O)[nH]c(N3CCN(Cc4ccccc4)CC3)n2)s1 | 6 | -7 | 1.4 | -9 | -5 | -5 | 1 | 17 | 6 |
| CCCCN1CCC(=O)NC1=O | -7 | 5 | 6.2 | -4 | 12 | 5 | 0 | 3 | 0 |
| CC(=O)N1CCC(N(CCN2CCOCC2)C(=S)Nc2ccc(C)c(C)c2)CC1 | -10 | 11 | 1.6 | -3 | 0 | 3 | 0 | -2 | -9 |
| Cc1ccc(OCc2cc(C(=O)NCc3cn4ccccc4n3)no2)cc1C | 10 | 16 | 1.2 | -4 | -1 | 1 | 5 | -4 | -9 |
| NC(=O)NC1CCCc2c1[nH]c1ccc(Cl)cc21 (stereo unspecified) | 4 | -4 | -2.1 | 7 | 12 | 4 | 2 | -4 | -3 |
| CCN1CCCC1CNC(=O)c1ccc2c(=O)n(CCOC)c(=O)[nH]c2c1 (stereo unspecified) | -12 | 4 | -0.5 | 0 | 7 | -8 | 0 | 2 | 6 |
| CSc1nnc(NC(=O)c2cc(=O)c3cc(C)cc(C)c3o2)s1 | -8 | -5 | -0.6 | 5 | 5 | 3 | 4 | -2 | 6 |
| O=c1oc2cc(Oc3ccc(C(F)(F)F)cc3[N+](=O)[O-])ccc2c2c1CCCC2 | -9 | 2 | 1.0 | 3 | 1 | -1 | 1 | 10 | 1 |
| Cc1cc(C)n2c(SCC(=O)N(C)C3CCCCC3)nnc2n1 | 8 | -5 | -1.6 | 4 | 3 | -5 | 2 | 6 | 3 |
| Cc1ccc(-c2nn3c(=O)c(C)nnc3s2)cc1 | -7 | -2 | -0.1 | 11 | -3 | 0 | 2 | -9 | -5 |
| COc1ccc2cc(-c3ccccc3F)ncc2c1 | 1 | 19 | -2.0 | -11 | -4 | -1 | 1 | 1 | -3 |
| Cc1cc([N+](=O)[O-])ccc1-c1ccc(/C=N/NC(=O)Cc2ccccc2)o1 | 3 | 4 | 6.7 | -24 | 11 | 1 | 1 | 7 | -2 |
| Cc1cc(C)n(C(=O)CCC2COc3ccccc3O2)n1 (stereo unspecified) | -6 | -6 | 0.1 | 2 | 4 | -2 | -1 | 15 | 2 |
| COc1cc(CNC(C)(C)CO)cc(Br)c1OCc1ccccc1 | -9 | 11 | -0.1 | -50 | 2 | -9 | 12 | 1 | -6 |
| CCCS(=O)(=O)c1nnnn1-c1cccc(OC)c1 | 16 | 8 | 1.1 | -67 | 8 | 1 | 3 | 6 | -5 |
| Cc1ccc(N2C(=O)c3cccc4c(N)ccc(c34)C2=O)c2cccnc12 | -2 | 4 | 201* | -176 | -11 | 38* | 16 | 6 | -12 |
| CC1(C)CC(=O)/C(=C(\O)c2ccccc2)C(=NCCO)C1 | 2 | -6 | -0.7 | 1 | 5 | -1 | 1 | 3 | -1 |
| CCn1cc(C(=O)NCCCOC(C)C)c(=O)c2cc(S(=O)(=O)N3CCC(C)CC3)ccc21 | 3 | -9 | 0.2 | -6 | 1 | -1 | 1 | -1 | 2 |
| O=S(=O)(c1ccc2nc(-c3ccccc3)[nH]c2c1)N1CCN(c2ccc(Cl)cc2)CC1 | 9 | 1 | 1.9 | -17 | -4 | 1 | 0 | -9 | -2 |
| CC(Cc1ccccc1)N/C=C1\CC(=O)NC1=O (stereo unspecified) | 7 | -6 | -0.8 | 1 | -4 | -6 | 1 | 6 | -1 |
| O=C(CN1CCOCC1)Nc1scc(-c2ccccc2)c1C(=O)N1CCOCC1 | 10 | -3 | 3.8 | 9 | 8 | -6 | 2 | 5 | 3 |
| CC1(C(=O)Nc2ccc3[nH]ncc3c2)CCN1C(=O)CC(c1ccccc1)c1ccccc1 (stereo unspecified) | -22 | -16 | x | x | -1 | 1 | 5 | 7 | 2 |
| CCc1ccc(-c2ccc(SCC(=O)NCC3CCCO3)nn2)cc1 (stereo unspecified) | -4 | -7 | -2.9 | 30 | -7 | 0 | 1 | -7 | 14 |
| Cc1ccc2nc(-c3ccccc3)cn2c1 | 10 | -5 | -1.6 | -16 | 4 | -4 | -2 | 3 | -3 |

(listing goes on)
compound	CHRM4 antagonist	M5 antag	CRFBP-R2 agonist	CRFR2-BP antag	CHRM1 PAM	M5 ag	CHRM4 agonist	M4 PAM	M5 PAM
COc1ccc(-c2nc3c([nH]2)c(=O)n(C)c(=O)n3C)c(OC)c1	2	-1	0.0	4	13	3	2	4	-2
O=C(Nc1ccc(F)cc1)N1CCCN(c2ccc(C(F)(F)F)cn2)CC1	1	7	4.8	0	2	3	5	-7	-5
O=C(NCC1CCCO1)c1onc(CSc2ccc(Cl)cc2)c1C(=O)O (stereo unspecified)	-6	11	-1.4	4	6	1	0	4	0
CCc1cc2c(SCC(=O)N(C)C3CCS(=O)(=O)C3)ncnc2s1 (stereo unspecified)	5	-1	-2.0	-14	-9	-16	3	-21	8
CC1(CCc2ccc(O)cc2)NC(=O)NC1=O (stereo unspecified)	2	6	-0.1	6	8	0	0	-1	4
C=CCc1c(C)nc(SCC(=C)C)[nH]c1=O	7	-7	-1.0	10	7	-2	0	23	2
CCCCCCC/C(C)=N/NC(=O)CC(=O)NCCc1ccccc1	-2	3	0.0	5	2	-1	0	-1	4
Cc1cc(SCC(=O)OCC(=O)c2c(N)n(C)c(=O)n(C)c2=O)c(C)cc1Br	6	0	4.1	-15	-5	-1	0	-3	9
CCCS(=O)(=O)N1CCC(C(=O)NCc2ccccc2Cl)CC1	12	-1	0.2	14	14	0	0	12	4
COc1ccc(CCNC(=O)c2cc3c(cc2Cl)N2CCCCCC2=NS3(=O)=O)cc1	-3	6	-0.9	2	1	0	2	0	-1
Cc1ccc(S(=O)(=O)c2c(COC(=O)c3cccc(Cl)c3)c(-c3ccccc3)nn2C)cc1	-2	-2	2.2	-11	9	-2	0	3	1
O=C(NC(=O)c1ccccc1)OCC1CCCN2CCCCC12 (stereo unspecified)	-2	-1	-0.3	-8	6	-3	0	5	-2
O=C(Nc1nc(=S)ss1)c1c(F)cccc1F	-2	4	-1.7	3	3	-2	0	5	6
CC(C)(C)C(=O)c1c(N)[nH]c(C(=O)c2ccccc2)c1-c1ccc(Cl)cc1Cl	-6	-3	x	x	x	-3	-1	5	0
Cc1nn(Cc2noc(C(=O)NC3CCC(C)CC3)n2)c(C)c1Br (stereo unspecified)	-5	3	-1.6	11	2	-4	3	5	-1
CCC1(c2ccc(F)cc2)NC(=O)NC1=O (stereo unspecified)	-5	5	-0.5	11	8	-1	0	2	0
